14-3-3 PPI – alters human 14-3-3 gamma binding to Raf peptide | FP, 14-3-3gamma / TMR-pS259-Raf peptide binding | inhibition, % at 40 µM | 160,000 tested, 0.19% active; in the data active = inhibition above about 30%;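 also: 0% = protein plus tracer without compound and 100% = blank with tracer alone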
Target sequence (P61981 whole entry, looked up): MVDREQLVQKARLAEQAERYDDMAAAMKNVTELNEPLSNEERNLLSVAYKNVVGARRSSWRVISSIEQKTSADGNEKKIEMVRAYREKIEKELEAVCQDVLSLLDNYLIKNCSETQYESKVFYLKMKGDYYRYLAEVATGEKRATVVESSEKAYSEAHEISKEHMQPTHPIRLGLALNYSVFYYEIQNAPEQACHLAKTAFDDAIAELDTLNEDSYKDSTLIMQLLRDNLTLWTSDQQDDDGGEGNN
An asterisk follows results filed as active; & = joins results of further samples. These rows are one share of the data; rates above refer to the full screens.

14-3-3 PPI	compound
0	CCCCCCNC(=O)c1ccc(N2CCN(c3ccccn3)CC2)c([N+](=O)[O-])c1
-2	O=C1c2ccccc2C(Nc2ccc(F)c(Cl)c2)N1c1ccccn1 (stereo unspecified)
-1	CC(=O)Nc1ccc([N+](=O)[O-])cc1-c1nc2cc3ccccc3cc2[nH]c1=O
-11	O=C(Nc1ncc(S(=O)(=O)c2ccc([N+](=O)[O-])cc2)s1)c1cccc([N+](=O)[O-])c1
-3	c1c2c(cc3sc(N4CCCCC4)nc13)OCO2
-4	COc1ccccc1NC(=O)COc1ccc(C(=O)OCC(=O)N2CCCC2=O)cc1OC
3	CC(C(=O)NCC1CCCO1)N(C(=O)c1snc(C(N)=O)c1N)c1cccc(F)c1 (stereo unspecified)
-4	Cc1sc2ncn(CC(=O)NCCN(C)C)c(=O)c2c1S(=O)(=O)N1CCC(C)CC1
-7	CC(C)CCNC(=O)c1c[nH]c2ccc(S(=O)(=O)Nc3ccc(C(C)C)cc3)cc2c1=O
3	CC(=O)c1cccc(NS(=O)(=O)N2CCCCC2)c1
-33	CC1CCN(C(=O)CSc2nc3c(sc(=S)n3Cc3ccco3)c(=O)n2-c2ccccc2)CC1
-3	CCN(c1cccc(C)c1)S(=O)(=O)c1ccc2[nH]cc(C(=O)N3CC(C)CC(C)C3)c(=O)c2c1 (stereo unspecified)
4	O=C(Oc1ccccc1C(=O)N1CCOCC1)c1ccccc1
-3	COc1ccc2nc(N3CCC(C(=O)N4CCCCCC4)CC3)sc2c1
-23	COc1cc2c(cc1OC)C(COc1ccc(F)cc1)N(C(=O)c1ccc(S(=O)(=O)N(C)C)cc1)CC2 (stereo unspecified)
0	O=C1C2C3C=CC(C3)C2C(=O)N1Cc1ccc(Cl)cc1 (stereo unspecified)
2	O=C(Nc1nncs1)Oc1ccccc1
-2	CC1CCN(C(=O)C2CCC(CNS(=O)(=O)c3cccc4cccnc34)CC2)CC1 (stereo unspecified)
14	COc1ccc(C=Nc2ccc3ncccc3c2)cc1
-15	CCOC(=O)c1c(C)[nH]c(C(=O)COC(=O)c2ccncc2)c1C
-1	Nn1c(Nc2ccccc2)nc2ccccc21
-2&-7	COc1ccc(N(C)C(=O)CCS(=O)(=O)c2cccc3nonc23)cc1
2	CC(C)C(c1nnnn1Cc1ccco1)N1CCN(C2CCCC2)CC1 (stereo unspecified)
-4	COc1ccc(C(=O)N2N=C(c3ccc(Br)cc3)CC2(O)C(F)(F)F)cc1 (stereo unspecified)
-10	O=C(O)c1cc2oc3ccccc3c3ccccc3oc2cc1C(=O)Nc1ccc(F)cc1
0	CCN1C(=O)NC(c2ccc(Cl)cc2)C(C(=O)OCCc2ccccc2)=C1C (stereo unspecified)
-9	CN=c1scc(C)n1/N=C/c1ccc(O)cc1
-11	Cc1cc(N2CCCC2)nc2ccc(NC(=O)CCC(=O)N(C)C3CCCCC3)cc12
-3	Cc1cc(Cl)ccc1OCCCC(=O)Nc1ccccc1[N+](=O)[O-]
-4	CCN1C(=O)/C(=C2/Sc3ccccc3N2CCCS(=O)(=O)O)SC1=S

A second format for some results above.
canonical_smiles | 14-3-3 PPI
Nn1c(Nc2ccccc2)nc2ccccc21 | -1
COc1ccc(N(C)C(=O)CCS(=O)(=O)c2cccc3nonc23)cc1 | -2&-7
CC(C)C(c1nnnn1Cc1ccco1)N1CCN(C2CCCC2)CC1 (stereo unspecified) | 2
COc1ccc(C(=O)N2N=C(c3ccc(Br)cc3)CC2(O)C(F)(F)F)cc1 (stereo unspecified) | -4

Going on with the list:
14-3-3 PPI	compound
-8	Cc1csc2nc3ccccc3c(=O)n12
7	COC(=O)C1=C(C)NC2=C(C(=O)CCC2)C1c1ccc(OC)cc1 (stereo unspecified)
-3	Cc1ccc(-n2ncc3c(NC4CCCCC4)ncnc32)c(C)c1
1	O=C(NCc1ccncc1)C12CC3CC(CC(C3)C1)C2
-10	CC(C)(c1ccccc1)c1ccc(OCC(=O)Nc2ccc(N3CCOCC3)cc2)cc1
-2	CC(C)N1C(=O)C2C3CC(=O)C(c4ccccc43)C2C1=O (stereo unspecified)
2	COc1ccc(-c2csc(N3CCN(C(=O)c4ccco4)CC3)n2)cc1
-9	Cc1cccc(-c2noc(CN(C(=O)c3ccc(Br)o3)C(C)C)n2)c1
2	Cc1cc(OCC(=O)N2CCN(c3ccccn3)CC2)ccc1Br
0	COC(=O)c1c[nH]n2c(=O)c(Cc3cccc(C)c3)c(C)nc12
-1	C=CCOC(=O)C1=C(C)NC(=O)NC1C1CC=CCC1 (stereo unspecified)
-4	NC1=NC(=Nc2ccc(Br)cc2)c2ccccc21
-3	Cc1cc(NCCCN2CCOCC2)n2ncc(-c3ccccc3)c2n1
-3	CCOC(=O)N1CCN(C(=O)C(C)(C)Oc2ccc(Cl)cc2)CC1
8	COC(=O)C(CC(C)C)NC(=O)c1cc(-c2ccccc2)nc2ccccc12 (stereo unspecified)
-10	Oc1ccc(CN2CCN(c3ccc(F)cc3)CC2)c2cccnc12
-16	CN(C)S(=O)(=O)c1ccc2oc(SCC(=O)NCC(F)(F)F)nc2c1
3	Cc1ccc(N2C(=O)CSC23C(=O)Nc2ccccc23)c(C)c1 (stereo unspecified)
-5	Cc1csc2ncc(C(=O)NCc3ccco3)c(=O)n12
-8	CCOC(=O)Cn1c(=O)c(-c2cc(Br)ccc2NC)nc2cc3ccccc3cc21
0	CSc1ccc(C2C3=C(CCCC3=O)OC3=C2C(=O)CCC3)cc1
0	COC(=O)c1ccc(-n2nnnc2SCC(=O)Nc2c(C)cccc2C)cc1
-24	O=C(CCN1CCc2ccccc2C1)Nc1ccccc1F
-2	Cc1ccc(C2CC(=O)C3=C(C2)Nc2ccccc2NC3c2coc3ccc(C)cc3c2=O)cc1 (stereo unspecified)
6	COC(=O)c1ccc(Oc2coc3cc(O)ccc3c2=O)cc1
-3	CCSc1nc2ccccc2n1CCC(=O)O
-2	CCn1c(SCC(=O)NCc2ccco2)nnc1-c1cccnc1
3	C=C(C)Cn1c(SC)nc2c(c1=O)C1(CCCCC1)Cc1ccccc1-2
-3	O=C(Nc1ccccc1)N1CCCN(Cc2ccccc2F)C1
3	CCOc1ccc2c(c1)sc(=NC(=O)c1c(OC)cccc1OC)n2C
3	O=C(C1=C(O)C(=O)N(CC2CCCO2)C1c1ccccc1[N+](=O)[O-])c1ccco1 (stereo unspecified)
1	COc1ccccc1N(CC(=O)NC1CCCC1)C(=O)CCC(=O)Nc1cc(C)on1
-6	CCN(C(=O)c1oc(=O)c2ccccc2c1-c1ccccc1)c1ccccc1
1	CCOC(=O)C(NC(=O)c1ccc(OC)cc1)(OCC1(CC)COC1)C(F)(F)F (stereo unspecified)
3	O=C(Nc1nccs1)c1ccc([N+](=O)[O-])s1
-5	COc1ccc(NC(=O)c2cc(-c3cc(C)ccc3O)n[nH]2)cc1Cl
-2	Cn1c(=O)n(Cc2ccc(F)cc2)c(=O)c2c1nc1n2CCCN1Cc1ccccc1
-2	C=CCNC(=O)C(=O)Nc1cc(OC)ccc1OC
-3	CCCS(=O)(=O)N1CCN(Cc2ccc(OCc3ccccc3)c(OC)c2)CC1
-5	CCC(C)N1C(=O)CN(C2CCC(C)CC2)C(=O)C1c1ccc(C)cc1 (stereo unspecified)
1	CCN(CC)S(=O)(=O)c1ccc(NC(=O)c2ccc(Br)o2)cc1
-7	CCCCOC(=O)c1ccc2c(c1)C(=O)N(c1ccc(OCC)cc1)C2=O
-5	Cc1cccc(-n2nnc(C(=O)NC3CCCC3)c2N)c1
-5	O=C(Nc1nn(Cc2ccccc2F)cc1Br)c1cccs1
0	CCOC(=O)N1CCN(C(=O)c2cccc(NC(=O)c3ccco3)c2)CC1
-7	O=C(COc1cccc(Cl)c1)Nc1ncc(S(=O)(=O)c2ccc([N+](=O)[O-])cc2)s1
0	O=C(COc1ccc(Cl)cc1Cl)NC(=O)N1CCCCC1
-2	COc1cccc(-c2cc(C(F)(F)F)nc(N3CCN(c4ccc(F)cc4)CC3)n2)c1
-3	O=C(c1cnn2c1NC(c1ccc(Br)cc1)CC2C(F)(F)F)N1CCN2CCCC2C1 (stereo unspecified)
-5	CCOc1ccc(C2/C(=C(\O)c3ccccc3)C(=O)C(=O)N2c2ccc(C)c(Cl)c2)cc1 (stereo unspecified)
-3	C=CCN1C(=O)c2ccccc2Sc2ccc(C(=O)NCc3cccnc3)cc21
-2	Cc1ccc2nc3c(cc(C(=O)NCC4CCCO4)c(=N)n3Cc3ccco3)c(=O)n2c1 (stereo unspecified)
8	O=C(O)CSc1nnc2c(n1)[nH]c1ccccc12
-17	CC(C)(C)OC(=O)C1C(=O)CC(C)(O)C(C(=O)OC(C)(C)C)C1c1cccc([N+](=O)[O-])c1 (stereo unspecified)
-2	Cc1ccc(C(=O)Nc2ccc([N+](=O)[O-])cc2)cc1S(=O)(=O)Nc1ccccn1
-16	CCOC(=O)c1cc2c(=O)n3ccccc3nc2n(C(C)C)c1=NC(=O)c1ccccc1OC
-3	COc1ccccc1NC(=O)CSc1nc(-c2ccc(Cl)cc2)cn1-c1ccccc1
2	CCOc1ccc(NC(=O)c2cc3nc(-c4ccc(OC)c(OC)c4)cc(C(F)(F)F)n3n2)cc1
0	CCOc1cc(C)c(Cl)cc1S(=O)(=O)n1nnc2ccccc21
2	CC1CCN(CCCNC(=O)CN2C(=S)NC(C)(C)CC2C)CC1 (stereo unspecified)

Going on with the list:
14-3-3 PPI	compound
4	CCOC(=O)C1CCN(C(=O)C2CCC(Cn3c(=S)[nH]c4ccccc4c3=O)CC2)CC1 (stereo unspecified)
-22	O=C(Cn1cnc2sc(-c3ccccc3)cc2c1=O)NCc1ccco1
-1	CC(C)(C)NC(=O)c1sccc1C(=O)O
3	CCOc1ccc(OCc2ccc(C(=O)NCc3cccnc3)o2)cc1
28	Cc1nnc(SCC(=O)Nc2cc(C(F)(F)F)cc(C(F)(F)F)c2)s1
-13	CC(=O)Nc1cc(C(=O)NCCN2CCCCCC2)ccc1Sc1ccc(F)cc1
5	Cc1nn(C)c(C)c1Nc1ccc(N2C(=O)CCCC2=O)cc1[N+](=O)[O-]
-5	COc1ccc(NC(=O)CNc2cccc(C#N)c2)cc1Cl
-41	COC(=O)CSc1nc2sc3c(c2c(=O)n1-c1ccccc1)CC(C)(C)OC3
-17	O=C(Nc1ccc2oc(-c3cccc(Br)c3)nc2c1)c1cccc(I)c1
-4	Cc1c(C(=O)Nc2ccc(F)cc2)oc2ccc(S(=O)(=O)N3CCOCC3)cc12
-17	OCc1ccc2c(c1)OCCOCCOc1ccc(CO)cc1OCCOCCO2
-5	CC(C)c1ccc(NC(=O)c2ccc(F)c(S(=O)(=O)N3CCC(Cc4ccccc4)CC3)c2)cc1
-5	CCn1c(=O)ccc2cc([N+](=O)[O-])ccc21
-5	CCOc1ccccc1Nc1nc(C)nc2sc(C)cc12
-11	O=c1nc2n(c3c4c(sc13)CCC4)CCC2
-1	Nc1nc2c3ccccc3nc(C3CC3)n2n1
0	COc1ccccc1-n1nnnc1S(=O)(=O)Cc1ccc(Cl)cc1
5	Cn1ccnc1SCC(=O)N(C1CCCCC1)C1CCCCC1
-6	COC(=O)[C@@H](NC(=O)Nc1ccccc1F)C(C)C
2	Cc1ccc(C)c(S(=O)(=O)NC(CC(C)C)C(=O)O)c1 (stereo unspecified)
-3	CC(=O)Nc1nc(CC(C)C)cc(-c2ccco2)c1C#N
-8	O=C(O)c1cc2ccc3ccccc3c2[nH]1
-3	Fc1cccc2sc(Nc3nnc(-c4ccccc4)o3)nc12
-4	COC(=O)C1=CN(C)C=C(C(=O)OC)C1c1cccc(OC)c1OC
-6	CC1=C(C(=O)Nc2ccccn2)C(c2ccc(Br)cc2)C2=C(CCCC2=O)N1 (stereo unspecified)
-6	CC1CCN(CCCNS(=O)(=O)c2cc(Br)cc3c2N(C(=O)C2CC2)CC3)CC1
-6	COC(=O)Cn1cc(C(=O)OC)c2ccccc21
-3	O=C(CC1Oc2ccccc2NC1=O)NCc1ccc(Cl)cc1 (stereo unspecified)
-10	CCOC(=O)c1ccc(N2C(=S)NC3c4ccccc4OC24CCCC34)cc1 (stereo unspecified)

Random excerpt: 4 compounds from above
14-3-3 PPI	compound
8	O=C(O)CSc1nnc2c(n1)[nH]c1ccccc12
-7	CCCCOC(=O)c1ccc2c(c1)C(=O)N(c1ccc(OCC)cc1)C2=O
-3	Cc1cc(Cl)ccc1OCCCC(=O)Nc1ccccc1[N+](=O)[O-]
-3	COc1ccccc1NC(=O)CSc1nc(-c2ccc(Cl)cc2)cn1-c1ccccc1

Going on with the list:
14-3-3 PPI	compound
-1	CCc1ccc(NC(=O)C2(S(=O)(=O)c3ccc(C)cc3)CC2)cc1
-22	CCCCOC(=O)COc1ccc2c(=O)c(Oc3cc(C)cc(C)c3)coc2c1
-97	C1=C(c2cccs2)Oc2ccccc2C1Cc1ccccc1 (stereo unspecified)
-17	O=C(NCc1cccs1)c1cc2c(s1)CN(Cc1ccccc1)C2
-1	COc1ccc(-c2nnn(CC(=O)N(CC(=O)NCCC(C)C)Cc3cccs3)n2)cc1OC
-15	O=C1C2C3C=CC(C4CC34)C2C(=O)N1C12CC3CC(CC(C3)C1)C2 (stereo unspecified)
0	COc1ccc(-c2nnc(SCc3ccc([N+](=O)[O-])cc3)nc2-c2ccc(OC)c(OC)c2)cc1OC
2	C#CCn1c(=NC(=O)c2cccs2)sc2cccc(OC)c21
-13	COc1cccc(C(=O)Nc2c3c(nn2-c2ccc(C)cc2)CS(=O)C3)c1 (stereo unspecified)
0	Cc1c(NC(=O)C(C)OC(=O)CC2Sc3ccccc3NC2=O)c(=O)n(-c2ccccc2)n1C (stereo unspecified)
-6	O=C1OCCC1Sc1nc2ccccc2[nH]1 (stereo unspecified)

A draw from above in order of heavy-atom count, smallest number first:
14-3-3 PPI	compound
-5	CCn1c(=O)ccc2cc([N+](=O)[O-])ccc21
-5	O=C(Nc1nn(Cc2ccccc2F)cc1Br)c1cccs1
-3	O=C(CC1Oc2ccccc2NC1=O)NCc1ccc(Cl)cc1 (stereo unspecified)
0	COc1ccccc1-n1nnnc1S(=O)(=O)Cc1ccc(Cl)cc1
0	CCOC(=O)N1CCN(C(=O)c2cccc(NC(=O)c3ccco3)c2)CC1
-3	C=CCN1C(=O)c2ccccc2Sc2ccc(C(=O)NCc3cccnc3)cc21

Screening results: PubChem BioAssay, Emory University Molecular Libraries Screening Center
